TRHR ag: qHTS for Small Molecule Agonists and Allosteric Enhancers of Human TRH Receptor: Primary Screen for Agonists. Thyrotropin-releasing hormone receptor (Homo sapiens), P34981. TRHR cells, calcium flux fluo-8, FDSS agonist mode. activation, % at 2 µM. 360,000 tested, 0.18% active; in the data active = activation above about 30%; also: 0% is about no effect
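Steps: seed TRHR cells overnight; add fluo-8 no-wash Ca dye, RT 30 min–1.5 h; record 10 s baseline; pin-transfer compounds; monitor fluorescence 1 cycle/s for the agonist window. Calcium increases flag candidate agonists.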
D2 antag: HTS Assay for Allosteric Antagonists of the Human D2 Dopamine Receptor: Primary Screen for Antagonists. D(2) dopamine receptor (Homo sapiens), P14416. HEK293 TREx D2 cells, calcium flux, dopamine EC80. inhibition, % at 10 µM. 340,000 tested, 2% active. AID 485344, 2010; in the data active = inhibition above about 30%; also: 0% is about no effect
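Read-out: kinetic calcium fluorescence (1 cycle/s) in inducible HEK293 T-REx D2 cells after an EC80 dopamine addition that followed 180 s compound preincubation. Loss of the dopamine response indicates antagonism.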
TrxR1 substrate: qHTS Assay for Substrates of Mammalian Selenoprotein Thioredoxin Reductase 1 (TrxR1): qHTS; Potency, µM (series often up to 114 µM), for inactives: at the top dose activity change, negative = substrate turnover; purified TrxR1 substrate turnover, NADPH consumption readout; 390,000 tested, 0.01% active; Thioredoxin reductase 1, cytoplasmic (Rattus norvegicus), O89049; also: potency is read from the fitted curve at half-maximal effect; % is scaled to controls: 0 for no effect and ±100 for the full control effect; nearly all actives have a fitted effect of over 50% in size
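Rat TrxR1, dispensed at 90 nM, was prereduced with 400 uM NADPH (final) for 5 min at ~22 deg C, then incubated with compound 15 min before 400 uM selenite. A first-read NADPH fluorescence drop versus no-compound background flagged substrates.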
D2 ag: HTS Assay for Allosteric Agonists of the Human D2 Dopamine Receptor: Primary Screen for Agonists. HEK293 T-REx D2 cells, calcium flux agonist mode. activation, % at 2 µM. 340,000 tested, 0.53% active. AID 485358, 2010;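 active = activation over 3 SD above normal in the single-dose calcium agonist read, cut at about 30% in these data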; also: 0% is about no effect
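HEK293 Trex D2 cells, tetracycline-induced, o/n 30 C 5% CO2; no-wash Ca dye, RT 30–90 min; 10-cycle baseline, 23 nl cpd added, kinetic Ca read 180 s; agonist hits = positive Ca response.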
USP1-UAF1 inh: Inhibitors of USP1/UAF1: Primary Screen; Ubiquitin carboxyl-terminal hydrolase 1 (Homo sapiens), O94782; recombinant USP1/UAF1, Ub-Rhodamine cleavage fluorescence; Potency, µM (doses to about 57.1 µM), for inactives: at the top dose activity change, negative = inhibition, most hits filed as inhibitors; 390,000 tested, 0.23% active; AID 743255, 2014; also: potency is read from the fitted curve at half-maximal effect; % is scaled to controls: 0 for no effect and ±100 for the full control effect; nearly all actives have a fitted effect of over 60% in size; inactives centre near -12
Target sequence (O94782 whole entry, looked up): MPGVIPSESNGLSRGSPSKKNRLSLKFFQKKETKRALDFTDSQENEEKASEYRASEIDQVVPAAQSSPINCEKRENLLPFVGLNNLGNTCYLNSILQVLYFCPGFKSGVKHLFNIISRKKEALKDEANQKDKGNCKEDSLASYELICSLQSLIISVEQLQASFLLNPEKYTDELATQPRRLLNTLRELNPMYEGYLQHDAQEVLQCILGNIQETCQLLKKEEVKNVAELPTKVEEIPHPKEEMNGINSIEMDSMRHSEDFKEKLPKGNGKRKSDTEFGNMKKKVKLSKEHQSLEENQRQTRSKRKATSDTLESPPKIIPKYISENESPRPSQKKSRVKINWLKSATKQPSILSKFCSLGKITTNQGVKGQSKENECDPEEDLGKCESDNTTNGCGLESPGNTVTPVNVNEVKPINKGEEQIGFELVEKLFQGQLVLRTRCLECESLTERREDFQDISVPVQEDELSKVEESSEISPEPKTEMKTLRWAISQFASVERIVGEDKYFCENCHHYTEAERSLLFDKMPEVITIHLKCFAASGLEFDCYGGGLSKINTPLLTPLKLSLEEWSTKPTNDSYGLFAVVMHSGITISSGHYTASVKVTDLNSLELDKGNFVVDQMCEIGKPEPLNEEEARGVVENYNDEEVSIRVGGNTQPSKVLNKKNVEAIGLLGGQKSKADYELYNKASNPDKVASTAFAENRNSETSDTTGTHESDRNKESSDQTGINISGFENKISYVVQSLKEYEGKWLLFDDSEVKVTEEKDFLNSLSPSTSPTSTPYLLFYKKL
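Step one: compound is pinned into 1nM USP1/UAF1 in HEPES pH 7.8 buffer with TCEP. Step two: 15 min room-temperature incubation. Step three: Ub-Rho (150nM final) starts cleavage, tracked by fluorescence over six one-minute reads.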
rTrxR1 inhibitor: qHTS Assay for Inhibitors of Mammalian Selenoprotein Thioredoxin Reductase 1 (TrxR1): qHTS. AID 588453, 2011. recombinant rTrxR1, NADPH fluorescence consumption, selenite substrate. Potency, µM (doses to about 114 µM), for the others: top-dose activity change, negative = inhibition, actives largely listed as inhibitors. 390,000 tested, 1% active; also: potency is read from the fitted curve at half-maximal effect; % is scaled to controls: 0 for no effect and ±100 for the full control effect; nearly all actives have a fitted effect of over 65% in size
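Rat TrxR1 (90 nM in the dispensed reagent) was pre-reduced with 400 uM NADPH for 5 min at room temperature, then incubated with compound for 15 min. After 400 uM selenite was added, NADPH fluorescence (Ex 340/Em 450 nm) was followed for 8 min.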
TRHR PAM: qHTS for Small Molecule Agonists and Allosteric Enhancers of Human TRH Receptor: Primary Screen for Enhancers; Thyrotropin-releasing hormone receptor (Homo sapiens), P34981; TRHR cells, fluo-8 calcium fluorescence, EC20 TRH enhancement; enhancement, % at 2 µM; 360,000 tested, 0.66% active; AID 493056, 2011; in the data active = enhancement above about 30%; also: 0% is about no effect
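Enhancer read-out: after compound pinning and an initial kinetic agonist-mode read, an EC20 of TRH (10 nM final) was injected and fluo-8 calcium signal (Ex 480/Em 530) followed at 1 s/cycle for 100 cycles in TRHR-expressing cells.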
Pin1 inhibitor: qHTS Assay to Find Inhibitors of Pin1; Peptidyl-prolyl cis-trans isomerase NIMA-interacting 1 (Homo sapiens), Q13526; Pin1 FP peptide displacement, HiFluor488, 10 min; Potency, µM (titrated, usually from 115 µM), for inactives: at the top dose activity, negative = inhibition, usual class: inhibitors; 390,000 tested, 0.009% active; AID 504891, 2011; active = well fitted inhibition curve with a large enough effect in the polarisation, with a control signal flat, not every such curve was filed as active; inconclusive = small, poorly fitted or top-dose-only effect, or effect the other way, or a change in a side signal; inactive = no such curve, though single readings can be large or run the other way; the % refers to the polarisation; also: potency is read from the fitted curve at half-maximal effect; % is scaled to controls: 0 for no effect and ±100 for the full control effect
Target sequence (Q13526 whole entry, looked up): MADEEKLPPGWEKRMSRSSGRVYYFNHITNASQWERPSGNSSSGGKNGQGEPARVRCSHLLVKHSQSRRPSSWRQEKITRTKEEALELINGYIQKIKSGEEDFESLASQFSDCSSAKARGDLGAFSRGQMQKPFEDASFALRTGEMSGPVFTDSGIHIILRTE
mIDH1 inhibitor: qHTS for Inhibitors of mutant isocitrate dehydrogenase 1 (IDH1): qHTS; 390,000 tested, 0.093% active; IDH1-R132H enzyme, NADPH consumption, diaphorase/resazurin fluorescence; Potency, µM (series often up to 76.6 µM), for the others: top-dose activity change, negative = inhibition, actives largely listed as inhibitors; Isocitrate dehydrogenase [NADP] cytoplasmic (Homo sapiens), O75874; also: potency is read from the fitted curve at half-maximal effect; % is scaled to controls: 0 for no effect and ±100 for the full control effect; nearly all actives have a fitted effect of over 65% in size
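IDH1-R132H (0.5 ug/mL) preincubated 30 min with compound, then NADPH (0.016 mM) and alpha-KG (2 mM) added; 80 min at RT, pH 7.5. Remaining NADPH coupled via diaphorase/resazurin to fluorescence (540/590 nm); concentration-response curves normalized to no-enzyme control.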
Starred values were filed as active, the others as inactive; ? = inconclusive; . = no result given; [ ] = another dose, or the depositor's remark. Unless noted, calls follow the shape of the dose curve; as a rule, active = well fitted inhibition curve with a large enough effect; inconclusive = small, poorly fitted or top-dose-only effect; inactive = no such curve, though single readings can be large or run the other way. A portion of the library, so the mix of outcomes need not match the whole.

SMILES	TRHR ag	D2 antag	TrxR1 substrate	D2 ag	USP1-UAF1 inh	rTrxR1 inhibitor	TRHR PAM	Pin1 inhibitor	mIDH1 inhibitor
NS(=O)(=O)c1cc(C(=O)OCC(=O)NNC(=O)c2ccccc2)ccc1Cl	-0.2	3	-13%	-1.3	-15%	-12%	0	0%	3%
CCc1ccc(NC(=O)C[n+]2cc(-c3ccc(C)cc3)n3c2CCC3)cc1	0.3	.	8%	.	?	22%	42*	-4%	9%
Cc1ccc(C)c(OCCCNC2CCCC2)c1C	-1.5	-3	2%[57.1 µM]	-1.7	-5%	13%[57.1 µM]	-1	-7%	-7%
CC(=O)c1ccc(N2CCN(C(=O)c3ccccc3SCC(=O)NCc3ccco3)CC2)c(F)c1	.	.	0%	.	-2%	-22%	.	-1%	0%
Cc1cc(Nc2ccc(Cl)cc2)nc(NCc2ccccc2)n1	-0.6	0	9%	0.5	-22%	-3%	1	-1%	-3%
COC(=O)c1ccccc1NC(=O)CNc1ccc(F)c(S(=O)(=O)N2CCOCC2)c1	-0.4	-5	-8%	0.6	-10%	-7%	1	-3%	-14%
CC(C)/C=C/C(=O)N1CCC(N2CCC(C(=O)NCc3ccccn3)CC2)CC1	-0.1	7	3%	-0.7	-21%	5%	-1	?	-8%
CC(C)c1ccc(C2CC(=O)Nc3cc4c(cc32)OCCO4)cc1 (centres undefined)	2.6	.	0%	2.6	?	11%	2	-2%	?
CCCCN(CCCC)S(=O)(=O)c1ccc2oc(C(=O)N3CCOCC3)c(C)c2c1	-0.7	-1	-13%	-0.1	-16%	-1%	-9	-5%	14%
Nc1nc(NCCOCCO)nc(N2CCCCCC2)c1[N+](=O)[O-]	0.5	0	-15%	-1.0	-27%	-9%	-5	-2%	6%
COc1ccc([N+](=O)[O-])c(O)c1C(C)=O	.	.	-7%	.	-14%	8%	.	-5%	-3%
CCc1nc2oc3ccccc3c(=O)c2c(=O)n1-c1ccc(C)cc1	1.4	-5	9%	-0.3	-25%	7%	0	?	0%
CCOC(=O)N1CCN(c2nc(SC)nc3sc4c(c23)CC(C)(C)OC4)CC1	0.4	0	2%	-2.2	-25%	-8%	-8	10%	0%
CCN1CCN(C(=O)c2cnn(-c3ccc(F)cc3F)c2C2CCN(C(=O)OC(C)(C)C)CC2)CC1	0.7	.	-4%	0.4	?	-2%	8	-1%	19%
CCCCn1c(N)c(N(CCOC)C(=O)c2nn(CC)c(=O)c3ccccc23)c(=O)[nH]c1=O	2.3	.	1%	0.0	-5%	3%	8	-1%	1%
Cc1ccc(S(=O)(=O)c2ccccc2)cc1S(=O)(=O)N1CCOCC1	-0.6	2	-12%	0.2	-13%	-8%	-7	-13%	0%
Cc1ccc[n+](CC(=O)Nc2cccc(Cl)c2)c1	0.0	7	2%	-0.5	-18%	6%	13	1%	0%
CCCCn1nc(C(=O)N(C)CC(=O)Nc2ccc(F)c(F)c2F)ccc1=O	.	.	-14%	.	-3%	-11%	.	-4%	7%
CN(C(=O)COC(=O)CN1C(=O)C2CC=CCC2C1=O)c1ccccc1 (centres undefined)	0.7	.	-6%	.	-15%	-3%	-3	-1%	7%
COc1ccc(-c2c([C@H]3[C@H]4C=CC[C@@H](C)[C@@H]4C(=O)N3Cc3ccccc3)ccc3ccccc23)cc1OC	0.4	0	-2%	0.5	-14%	8%	1	5%	-5%
O=C(NCCc1c[nH]c2ccccc12)c1ccc(Cl)cc1	-1.6	4	6%	0.0	-19%	25%	-2	1%	10%
COc1ccc(C)cc1NC(=O)n1ncc2c(C)cccc21	1.9	-6	0%	0.3	-2%	13%	1	7%	6%
COc1cc(NS(=O)(=O)c2cnc(N)nc2)cc(OC)c1	-0.2	.	4%[57.1 µM]	1.3	-16%	15%[57.1 µM]	6	4%	3%
Cc1ccc(Cl)cc1NC(=O)COC(=O)c1ccccc1O	0.3	4	18%[57.1 µM]	-0.6	-2%	35%[57.1 µM]	-2	16%	-6%
COc1cccc(CN2CCNC(=O)C2CC(=O)NCCCC2CCCC2)c1OC (centres undefined)	-0.1	-10	0%	-0.2	-19%	-16%	4	2%	3%

(next part)
SMILES	TRHR ag	D2 antag	TrxR1 substrate	D2 ag	USP1-UAF1 inh	rTrxR1 inhibitor	TRHR PAM	Pin1 inhibitor	mIDH1 inhibitor
O=C1CC(N2CCN(c3cccc(C(F)(F)F)c3)CC2)C(=O)N1c1ccccc1 (centres undefined)	2.0	.	1%	.	-17%	4%	4	-1%	10%
Cc1c(CC(=O)O)c(=O)oc2c(C)c(OCc3ccccc3)ccc12	-1.2	-6	278%[activator]	-0.2	-14%	12%	2	-6%	1%
CCCCCCCC(=O)NNC(=O)CCC(=O)O	-0.7	12	4%	-0.1	7%	21%	-4	-1%	-5%
CC(NC(=O)c1ccco1)C(=O)N1CCN(S(=O)(=O)c2ccccc2C#N)CC1 (centres undefined)	0.0	4	-2%	0.3	1%	-9%	0	2%	0%
COc1ccc(NC(=O)CSc2nnc(-c3ccccn3)n2N)c(OC)c1	0.1	14	-11%	0.4	-4%	-12%	-8	-5%	3%
COc1ccc(OC)c(NC(=O)CN(c2ccc(C(C)C)cc2)S(=O)(=O)c2c(C)noc2C)c1	0.5	-2	4%	0.9	?	27%	-5	3%	5%
COc1ccc(C(=O)N2CCN(c3cnn(-c4ccccc4)c(=O)c3Cl)CC2)cc1	-1.2	8	-5%	-0.5	-6%	-5%	-1	0%	0%
CC(=O)c1ccc(OC(C)C)c(CSC(=N)N)c1	-0.3	0	-2%	-0.7	-7%	-7%	-1	1%	-16%
COc1ccccc1NC(=O)CNC(=O)Cn1cnc2sc(C)c(C)c2c1=O	-0.2	-2	2%	0.1	-18%	12%	-7	-1%	-9%
O=C1CS(=O)(=O)C2(C(=O)Nc3ccccc32)N1c1cccc(Cl)c1 (centres undefined)	0.7	.	2%	0.7	-30%	10%	13	-3%	-8%
COc1ccc(C(=O)N/C(=C/c2cccs2)c2nc3ccccc3[nH]2)cc1OC	-0.9	-7	-6%	-0.5	-10%	-5%	-1	51%	2%
Cn1cccc1C1Nc2ccccc2NC2=C1C(=O)CC(C)(C)C2 (centres undefined)	2.0	5	-9%	0.9	-13%	-16%	11	?	-1%
CCOC(=O)Cn1nnnc1CN(CCc1ccccc1)Cc1cc2cc(CC)ccc2[nH]c1=O	-0.5	11	9%[57.1 µM]	0.5	-23%	-18%[57.1 µM]	-1	-2%	1%
CS(=O)(=O)N1CCCC(C(=O)NCCCN2CCOCC2)C1 (centres undefined)	0.7	-5	-8%	-0.3	-20%	6%	2	1%	-2%
Clc1cccc(Oc2cnns2)c1Cl	1.0	5	4%	-1.4	-19%	24%[57.1 µM]	-3	-7%	8%
Cc1cccc(C)c1OCc1cc(C(=O)NCC2CC2)no1	-0.2	.	3%	.	-22%	13%	-1	2%	-4%
O=C(O)C1CCN(C(=O)CSc2nc3ccccc3c(=O)n2Cc2ccccc2)CC1	0.3	.	-8%	.	-26%	-10%	19	0%	0%
Cc1ccc(C(=O)/C=C/c2cn(CC(O)CN3CCc4ccccc43)c3ccccc23)cc1 (centres undefined)	1.6	.	-5%	-0.5	?	15%	-3	7%	19%
c1ccc(Oc2cccc(CN3CCCCC3)c2)cc1	0.6	-28	5%	0.0	?	14%	-8	1%	5%
CC12CCC(C(=O)NNC(=O)c3ccccc3)(OC1=O)C2(C)C (centres undefined)	0.0	5	8%	0.5	-14%	36%[activator]	3	-1%	0%
Cc1cc(OC(C)C(=O)N2CCN(c3ccccc3)CC2)c2c(C)c(C)c(=O)oc2c1 (centres undefined)	0.7	14	11%	-0.6	-14%	27%	-3	5%	-2%
CCN1c2cc(C)ccc2-n2cccc2C12CCN(C(=O)Nc1cc(OC)c(OC)c(OC)c1)CC2	0.3	.	0%[57.1 µM]	.	-9%	25%[57.1 µM]	7	?	-4%
Cc1ccc(-c2nn(-c3ccccc3)cc2C(=O)OCC(=O)Nc2ncc(Cl)cc2Cl)cc1	1.2	16	-7%	-0.7	-8%	-22%	3	?	3%
O=S(=O)(NC1Cc2ccccc2C1)c1ccccc1	0.3	6	-12%	0.0	-9%	-19%	8	-2%	0%
CC(C)(C)OC(=O)NCC12C=CC(O1)C1C(=O)N(Cc3ccccc3)C(=O)C12 (centres undefined)	0.0	6	10%	0.9	-23%	?	1	2%	9%
COc1ccc(C2=Nc3ccccc3OC2)cc1	-0.1	4	1%	0.8	-20%	?	8	-3%	4%

Some entries already given, reduced to D2 ag and USP1-UAF1 inh.
| SMILES | D2 ag | USP1-UAF1 inh |
| --- | --- | --- |
| CC(NC(=O)c1ccco1)C(=O)N1CCN(S(=O)(=O)c2ccccc2C#N)CC1 (centres undefined) | 0.3 | 1% |
| CCCCCCCC(=O)NNC(=O)CCC(=O)O | -0.1 | 7% |
| Cc1ccc(-c2nn(-c3ccccc3)cc2C(=O)OCC(=O)Nc2ncc(Cl)cc2Cl)cc1 | -0.7 | -8% |
